Bioassay records: PubChem, National Center for Advancing Translational Sciences (NCATS)
uPA generation: blocks generation of uPA at the cell surface; cell surface uPA generation assay, qHTS; Potency, µM (doses to about 38.3 µM), for the others: at the highest dose activity change, negative = inhibition, most hits filed as inhibitors; actives 0.31% (n = 330,000); active = well fitted inhibition curve with a large enough effect; inconclusive = small, poorly fitted or top-dose-only effect; inactive = no such curve, though single readings can be large or run the other way; tested in mouse RAW 264.7 cells; note: % is set by controls: 0 for no effect and ±100 for the full control effect; nearly all actives have a fitted effect of over 55% in size
FLuc modulator: firefly luciferase modulation, counter-screen for miR-21 project; P08659; Potency, µM (doses to about 57.5 µM), for inactives: top-dose activity change, negative = inhibition, most hits filed as inhibitors; actives 6.9% (n = 360,000); purified FLuc, Km substrates, luminescence inhibition;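 note: plate controls were vehicle for no effect and reference inhibitor for full effect; nearly all actives have a fitted effect of over 55% in size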
Target sequence (P08659 whole entry, looked up): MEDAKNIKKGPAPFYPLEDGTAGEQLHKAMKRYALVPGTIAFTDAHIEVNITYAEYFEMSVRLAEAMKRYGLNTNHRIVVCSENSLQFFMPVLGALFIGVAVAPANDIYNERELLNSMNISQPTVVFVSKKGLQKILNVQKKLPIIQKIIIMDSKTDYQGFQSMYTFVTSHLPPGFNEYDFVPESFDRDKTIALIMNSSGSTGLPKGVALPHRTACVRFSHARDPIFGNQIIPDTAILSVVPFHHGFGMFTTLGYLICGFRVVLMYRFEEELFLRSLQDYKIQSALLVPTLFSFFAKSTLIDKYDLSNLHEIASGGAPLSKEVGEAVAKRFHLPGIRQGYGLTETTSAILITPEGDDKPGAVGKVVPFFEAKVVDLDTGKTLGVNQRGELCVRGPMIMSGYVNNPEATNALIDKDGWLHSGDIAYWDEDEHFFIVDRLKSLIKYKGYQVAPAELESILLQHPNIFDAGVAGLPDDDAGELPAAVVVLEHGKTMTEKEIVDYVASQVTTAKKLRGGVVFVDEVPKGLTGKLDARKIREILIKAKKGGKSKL
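Biochemical qHTS of compounds, final roughly 60 µM downward over six points, against 10 nM purified firefly luciferase using Km concentrations of substrates (10 uM D-luciferin, 10 uM ATP) in Tris acetate pH 7.5 buffer; luminescence output.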
MLL CXXC-DNA inh: blocks binding of human MLL CXXC domain to DNA. actives 0.037% (n = 290,000). AID 2662. MLL-CXXC / FITC-HOXA9 DNA fluorescence polarization. Q03164. Potency, µM (titrated, usually from 115 µM), for inactives: top-dose activity change, negative = inhibition, hits mostly inhibitors; active = well fitted inhibition curve with a large enough effect in the polarisation, with a control signal flat, not every such curve was filed as active; inconclusive = small, poorly fitted or top-dose-only effect, or effect the other way, or a change in a side signal; inactive = no such curve, though single readings can be large or run the other way; the % refers to the polarisation
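Steps: dispense CXXC domain solution (7 uM) → pin compounds or unlabeled HOX-A9 DNA control → 5 min ambient → add FLSN-HOX-A9 solution (50 nM) → spin → 30 min ambient → fluorescence polarization. Tris pH 7.5/NaCl/DTT/BSA buffer.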
ELG1 genotoxic: genotoxicity induction in ELG1-luciferase HEK293T cells; HEK293T ELG1-luciferase reporter, luminescence, 16 h; Potency, µM (highest dose often 46 µM), for the others: at the highest dose activity change, positive = activation, actives largely listed as activators; actives 1.3% (n = 330,000); AID 504466; note: % of control where 0% means no effect; nearly all actives have a fitted effect of over 60% in size
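Luminescence read-out: rising ELG1-luciferase signal, reflecting elevated ELG1 protein under genetic stress, flags genotoxic compounds. Cells were treated for 16 hr at 37 °C before ONE-Glo detection.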
MBNL1-CUG inh: inhibitors of human MBNL1 binding to CUG repeat RNA; TR-FRET MBNL1-His/biotin-(CUG)12 binding, 665/545 ratio; Potency, µM (highest dose often 57.5 µM), for the others: at the top dose activity change, negative = inhibition, hits mostly inhibitors; actives 0.036% (n = 280,000); active = well fitted inhibition curve with a large enough effect in the signal ratio, with a control signal flat, not every such curve was filed as active; inconclusive = small, poorly fitted or top-dose-only effect, or effect the other way, or a change in a side signal; inactive = no such curve, though single readings can be large or run the other way; the % refers to the signal ratio; note: % is set by controls: 0 for no effect and ±100 for the full control effect
Target sequence (Q9NR56 whole entry, looked up): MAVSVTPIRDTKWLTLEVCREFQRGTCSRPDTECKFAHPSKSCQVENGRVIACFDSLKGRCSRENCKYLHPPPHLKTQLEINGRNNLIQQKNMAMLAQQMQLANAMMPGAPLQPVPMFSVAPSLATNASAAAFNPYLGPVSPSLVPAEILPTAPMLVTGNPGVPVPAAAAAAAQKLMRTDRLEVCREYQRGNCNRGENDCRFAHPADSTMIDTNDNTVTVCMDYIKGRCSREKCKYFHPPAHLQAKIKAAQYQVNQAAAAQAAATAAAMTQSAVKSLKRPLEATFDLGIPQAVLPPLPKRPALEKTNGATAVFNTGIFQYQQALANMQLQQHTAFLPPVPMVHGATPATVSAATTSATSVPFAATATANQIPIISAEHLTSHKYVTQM
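Inhibition of protein-RNA binding appears as loss of TR-FRET between terbium anti-His antibody on MBNL1-His and streptavidin-XL665 on biotin-(CUG)12. Activity is normalized to buffer-only and uninhibited-complex controls.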
BRCA1 expr act: increases BRCA1 expression; MCF7-BRCA1-FFLuc reporter, luminescence, 48 h; response scale: scaled: vehicle 0%, 10 µM genistein 100%; Potency, µM (highest dose often 46.1 µM), for the others: at the top dose activation, usual class: activators; actives 1.1% (n = 380,000); AID 624202; note: nearly all actives have a fitted effect of over 80% in size; some results filed as inactive show a strong effect at the top dose
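48 h compound treatment of MCF7-BRCA1-FFLuc cells (phenol-red free MEM, 37 °C), then 15 min with luciferase substrate and luminescence imaging.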
NPC1 promoter act: activates the NPC1 promoter | Huh7 NPC1 promoter luciferase reporter, 24 h | Potency, µM (highest dose often 9.22 µM), for the others: at the highest dose activation, most hits filed as activators | actives 2.4% (n = 320,000) | AID 485313;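 note: % of control where 0% means no effect; nearly all actives have a fitted effect of over 60% in size; reporter is driven by a mutant NPC1 promoter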
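NPC1 promoter–luciferase Huh7 cells; 24 h compound; luminescence.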
p53 reactivator: re-activators of mutant p53 | H1299 p53-A138V BP100-luciferase reporter, luminescence, 24 h | Potency, µM (doses to about 92.2 µM), for inactives: top-dose activity change, positive = activation, usual class: activators | actives 0.063% (n = 320,000); note: % of control where 0% means no effect; nearly all actives have a fitted effect of over 45% in size
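H1299 (p53-null), stable ts p53-A138V + BP100-Luc; 1000 cells/well, Opti-MEM/10% FBS; cpd 4 pt, 1:5; 24 h, 37 deg C, 5% CO2; detection reagent 10 min RT; luminescence.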
Gal4-VP16 FLuc: Gal4-VP16 reporter inhibition counter-screen | Drosophila S2 Gal4-VP16 UAS-luciferase, luminescence, 20 h | Potency, µM (titrated, usually from 53.6 µM), for the others: top-dose activity, negative = inhibition, usual class: inhibitors | actives 3.5% (n = 310,000) | AID 2546;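 note: Gal4-VP16 expression switched on by copper sulfate through the metallothionein promoter; % is set by controls: 0 for no effect and ±100 for the full control effect; nearly all actives have a fitted effect of over 50% in size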
Rab9 promoter act: Rab9 promoter activation; actives 2.8% (n = 320,000); AID 485297; Huh7 Rab9 promoter-luciferase reporter, luminescence, 24 h; Potency, µM (series often up to 9.22 µM), for inactives: at the top dose activation, negative = inhibition, usual class: activators; note: % of control where 0% means no effect; nearly all actives have a fitted effect of over 60% in size
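Measured in stably transfected Huh7 cells bearing a Rab9 promoter–luciferase construct: 24 h compound treatment at 37 °C, followed by luminescence detection.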
RORgamma inh: ROR gamma (mouse) transcription inhibition. Drosophila S2 Gal4-RORgamma UAS-luciferase reporter, 20 h. Potency, µM (top dose mostly 53.6 µM), for the others: top-dose activity change, negative = inhibition, actives largely listed as inhibitors. actives 5.4% (n = 310,000). P51450; note: % is set by controls: 0 for no effect and ±100 for the full control effect; nearly all actives have a fitted effect of over 60% in size
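Drosophila Schneider cells stably carrying a metallothionein-driven Gal4 DBD–ROR gamma fusion and a UAS-Photinus luciferase reporter were exposed to compound for 1 hr, then induced with copper sulfate (700 uM final) for 20 hr at ambient temperature before luminescence reading.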
Active calls of the source: *; ? = inconclusive; · = not tested or not shown; [ ] = dose if it differs, or a comment. Unless noted, calls come from the whole dose curve; as a rule, active = well fitted curve in the direction sought with a large enough effect; inconclusive = small, poorly fitted or top-dose-only effect, or another doubt; inactive = no such curve, though single readings can be large; an effect the other way counts as inactive or inconclusive. Potency is the fitted concentration of half-maximal effect. This is a subset, so the mix of outcomes need not match the whole.

| smiles | MLL CXXC-DNA inh | uPA generation | p53 reactivator | Rab9 promoter act | FLuc modulator | ELG1 genotoxic | NPC1 promoter act | BRCA1 expr act | Gal4-VP16 FLuc | RORgamma inh | MBNL1-CUG inh |
| --- | --- | --- | --- | --- | --- | --- | --- | --- | --- | --- | --- |
| CCCn1cc(CN2CCC(n3nccc3NC(=O)CCOc3ccccc3)CC2)c(C)n1 | -1% | 5% | -4% | -3% | 0% | 0% | -3% | 0% | 15% | -4% | -7% |
| O=C(O)c1cc(Cl)c(Cl)cc1C(=O)N(Cc1ccccc1)Cc1ccccc1 | -20% | -4% | 9% | -2% | 1% | -2% | 2% | -14% | -7% | 22% | -9% |
| CCN(C(=O)COC(=O)c1cc([N+](=O)[O-])ccc1N1CCCCC1)C1CCS(=O)(=O)C1 (configuration not stated) | 10% | -3% | -1% | -3% | 0% | 6% | -3% | -7% | -20% | 1% | ? |
| COc1ccccc1C(=O)CC(=O)C(=O)Nc1cccc([N+](=O)[O-])c1C | -1% | ? | -4% | -8% | -3% | -7% | -2% | -12% | 13µM* | 7.1µM* | 11% |
| COc1ccc(F)cc1Cn1nc(C(=O)O)c2ccccc2c1=O | 1% | 2% | -2% | -1% | 3% | 5% | -3% | -19% | -10% | 4% | 6% |
| Cc1ccc2c(c1)cc(CN(Cc1cccnc1)C(=O)NCc1ccccc1)c1nnnn12 | 10% | 0% | -5% | -4% | 14% | -10% | 0% | 6% | -14% | 25% | 7% |
| CCCN(CCC)CCNC(=S)Nc1ccc2nc3n(c(=O)c2c1)CCCCC3 | -5% | -9% | 1% | -2% | -1% | 0% | 0% | -36% | -9% | 18% | 0% |
| O=C(NC1CC1)c1sc2cc([N+](=O)[O-])ccc2c1Cl | 7% | -2% | 17% | 12% | ? | 1% | 13% | 53% | 23% | ? | ? |
| COc1ccccc1N(C)S(=O)(=O)c1ccc(C(=O)N(CC(N)=O)C(C)C)cc1 | -7% | -4% | -2% | -4% | 0% | -3% | 4% | -9% | 0% | -4% | -10% |
| Cc1ccccc1OCC(=O)OCC(=O)NCC1CCCO1 (configuration not stated) | 0% | 3% | -1% | 3% | -2% | 0% | -2% | -6% | 4% | -3% | -6% |
| CCN=C1S/C(=C\c2cn(CC)c3ccccc23)C(=O)N1CC | 6% | -4% | 7% | 2% | -11% | -3% | 1% | -6% | -21% | 3% | 18% |
| CC(C)OC(=O)Cn1nc(C(F)(F)F)c2c1CCCC2 | -1% | 6% | 5% | 1% | -1% | 0% | -2% | -4% | 0% | -11% | -13% |
| O=[N+]([O-])c1cc(S(=O)(=O)C(F)(F)F)ccc1N1CCN(c2ccccc2)CC1 | -6% | -9% | 9% | -12% | -1% | 2% | -7% | -57% | 2% | 4%[10 µM] | · |
| CCOc1ccc(NC(=O)[C@@H](NC(=O)c2ccccc2Br)C(C)C)cc1 | 7% | 4% | 1% | 0% | 4% | 5% | -3% | -9% | -9% | 12% | -7% |
| Cc1cccn2c(=O)c3cc(C(=O)NCC4CCCO4)c(=N)n(CC4CCCO4)c3nc12 (configuration not stated) | -2% | -6% | 1% | -2% | -3% | 1% | -1% | -16% | 1% | -5% | ? |
| CC(C)(C)SCCNC(=O)COc1ccc(Cl)cc1 | 0% | 5% | ? | 0% | -3% | 6% | 1% | 31% | · | -30%[0.365 µM] | -6% |
| Cc1cc(NC(=O)NC(C)(C(F)(F)F)C(F)(F)F)no1 | -3% | 8% | 1% | -8% | -1% | 0% | -2% | -2% | -6% | -6% | 4% |
| CCn1nccc1C(=O)NC1=C(C#N)CCC1 | -9% | -10% | -3% | -2% | 2% | 2% | 1% | 5% | 7% | -3% | -8% |
| CC(C)CN(C(=O)COC(=O)c1ccc2ccccc2c1)c1c(N)n(Cc2ccccc2)c(=O)[nH]c1=O | · | 2% | -2% | -7% | -2% | 0% | -1% | -30% | · | · | · |
| CC(C)NC(=O)COC(=O)c1cncc(Br)c1 | -2% | 4% | -4% | -4% | -2% | 0% | 2% | 0% | -3% | -4% | -5% |
| COCCNC(=O)c1ccc2c(c1)ncn2-c1ccc(C)c(Cl)c1 | -1% | -3% | 10% | -3% | -19% | 7% | -1% | 1% | 2% | -9% | 3% |
| CN(C)C(=S)SCC(=O)NC(=O)NC(C)(C)C | 5% | -8% | -3% | 0% | -2% | 7% | 4% | 14% | -3% | 17% | 3% |
| CC(Sc1nnc(-c2cccs2)n1N)C(=O)NCC1CCCO1 (configuration not stated) | · | -2% | 0% | -3% | 4% | 4% | -6% | -3% | · | · | · |
| C=CCn1c(CNC(=O)c2ccco2)nnc1SCC(=O)c1ccccc1 | 6% | 1% | 16% | 12% | -4% | 7% | 4% | -12% | -16% | -15% | -13% |
| Cc1ccc2oc(/N=C(\N)NC(=O)C(C)(C)C)nc2c1 | -15% | -11% | -4% | -30% | 0.076µM* | 7% | -22% | -62%[inhibitor] | 0.45µM* | 0.05µM* | · |
| Cc1ccc(C)c(NC(=O)c2cc(-c3cc(C)c(C)cc3O)n[nH]2)c1 | -16% | 4% | 8% | 3.5µM* | ? | ? | ? | 56% | ? | -19% | -8% |
| O=C(NCCNC1CCCCC1)c1ccco1 | -7% | 0% | 0% | -5% | 2% | -6% | 2% | -1% | -4% | 0% | 1% |
| Cn1c(SCC(=O)N2CCN(c3ccccc3)CC2)nnc1-c1ccccc1 | 7% | -3% | -12% | 0% | 8% | 0% | -2% | -17% | -7% | 3% | -5% |
| CCN(CC)S(=O)(=O)c1ccc(-c2nnc(SCc3nnc(-c4ccccc4)o3)o2)cc1 | -2% | -7% | 7% | 6% | 6% | ? | -2% | -9% | 0% | -5% | -10% |
| COc1ccc(S(=O)(=O)n2nc(OC(C)=O)cc2N)cc1 | 11% | 3% | -1% | 8% | -9% | 0% | 1% | 17% | -5% | 18% | 1% |

Profiles as entered above. Values in the order: MLL CXXC-DNA inh, uPA generation, p53 reactivator, Rab9 promoter act, FLuc modulator, ELG1 genotoxic, NPC1 promoter act, BRCA1 expr act, Gal4-VP16 FLuc, RORgamma inh, MBNL1-CUG inh
`Cn1c(SCC(=O)N2CCN(c3ccccc3)CC2)nnc1-c1ccccc1` as listed: 7%, -3%, -12%, 0%, 8%, 0%, -2%, -17%, -7%, 3%, -5%
`CC(C)OC(=O)Cn1nc(C(F)(F)F)c2c1CCCC2` as listed: -1%, 6%, 5%, 1%, -1%, 0%, -2%, -4%, 0%, -11%, -13%
`COc1ccc(S(=O)(=O)n2nc(OC(C)=O)cc2N)cc1` as listed: 11%, 3%, -1%, 8%, -9%, 0%, 1%, 17%, -5%, 18%, 1%

The list goes on.
| smiles | MLL CXXC-DNA inh | uPA generation | p53 reactivator | Rab9 promoter act | FLuc modulator | ELG1 genotoxic | NPC1 promoter act | BRCA1 expr act | Gal4-VP16 FLuc | RORgamma inh | MBNL1-CUG inh |
| --- | --- | --- | --- | --- | --- | --- | --- | --- | --- | --- | --- |
| Cc1c(/C=N/n2cnnc2)c2ccccc2n1CCOc1ccc(Cl)cc1 | 2% | -11% | 1% | -10% | 5% | -7% | 0% | -53% | -29% | -1% | 4% |
| COc1cc2c(cc1O)CCN(C(=O)c1ccco1)C2C (configuration not stated) | 9% | · | -4% | 0% | -2% | 6% | 6% | 3% | 4% | 30% | -6% |
| COc1cc(O)c(C(=O)/C=C/c2ccccc2)c(OC)c1 | 35%[activator] | 8.9µM* | ? | 15% | 11µM* | 6% | 4% | -28% | ? | ? | -8% |
| CC(C)CC(CC(C)C)=NNC(=O)c1ccc(CSc2nncn2C)cc1 | -4% | 1% | -2% | 5% | -1% | -1% | -4% | 3% | -9% | -27% | 4% |
| Cc1cc(C)n(-c2nc3ccccc3nc2N2CCN(S(=O)(=O)c3ccc(F)c(C)c3)CC2)n1 | 7% | 5% | 1% | -2% | 0% | -2% | -2% | -9% | 6% | -10% | 6% |
| COc1cc(CC(=O)O)c(C(C)=O)cc1OC | -4% | -1% | -8% | 0% | 0% | 1% | -2% | -1% | -1% | -9% | 0% |
| COC(=O)C1CCN(C(=O)COC(=O)Cc2c[nH]c3ccccc23)CC1 | -10% | 1% | -2% | 7% | -7% | -9% | 6% | -19% | 0% | -22% | -6% |
| O=C(NCCc1ccc(Cl)cc1)c1ccc2ccccc2n1 | -6% | 2% | 12% | 12% | ? | ? | -1% | ? | 4% | 12% | -1% |
| Cc1[nH]c2ccccc2c1C(=O)CSc1ccc(Cl)cc1 | -2% | 2% | -2% | 26% | ? | ? | 23% | 41% | 6% | 7% | 3% |
| CN(Cc1ccccc1)C(=O)c1ccccc1NC(=O)C1=CSCCO1 | 0% | -15% | 5% | -3% | 3% | -5% | -1% | 3% | 2% | 26% | 2% |
| CSc1nc(N2CCOCC2)cc(N2CCOCC2)n1 | -2% | -2% | -6% | 1% | -2% | 4% | 2% | -23% | -7% | 6% | -5% |
